# ERAP1 inh: blocks human ERAP1 aminopeptidase activity. inhibition, % at 10.7 µM. Q9NZ08. recombinant ERAP1, Leu-AMC fluorescence, 60 min. 0.15% of 340,000 active;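 active means mean replicate inhibition of at least 30%, or all replicates individually reaching that 30% level; inactive means mean below 30% and not every replicate reaching it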;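 further: 0% = neutral control wells and 100% = L-leucinethiol positive control wells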
# miR122 inh: miR-122 inhibition in Huh7 cells. Huh7 miR-122 Renilla luciferase sensor, 48 h; neutral wells = 0, positive control = 100. activation (reporter increase), % at 12.5 µM. 0.3% of 340,000 active. AID 602342;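 active means mean replicate activation score at least 90 and every replicate individually at or above 90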;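 further: higher luciferase means less miR-122 activity so hits act as miR-122 inhibitors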
# PglD inh: inhibitors of Campylobacter jejuni PglD acetyltransferase | 0.098% of 360,000 active | purified PglD enzyme, DTNB colorimetric CoA detection | inhibition, % at 12.5 µM; in the data active means inhibition above about 16%, passing the limit was not always enough; further: strong numbers were not always called active
# Cneo AK release: Cryptococcus neoformans lysis via adenylate kinase release; C. neoformans lysis, adenylate kinase release luminescence, 4 h; normalised: neutral wells 0, clomiphene wells 100; lysis activity, % at 15 µM; 0.2% of 360,000 active;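 active means mean lysis activity across replicates of at least 80%, whatever share of replicates individually reach that level; inactive means mean lysis activity below 80%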
#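 Assay system: Cryptococcus neoformans yeast cells / Dosing: single-point compound dose / Timing: 4 h at 37 °C static, read 1 h later / Measured by: luminescence of released adenylate kinase using an AK detection reagent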
# E-selectin induc: E-selectin induction on HUVECs; HUVEC E-selectin immunofluorescence imaging; normalized: neutral wells 0, TNF-alpha wells 100; 0.37% of 260,000 active; AID 686992; activation, % at 7.58 µM; P16581;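 active means mean E-selectin-positive cell signal at least 10% of the positive control, reached in at least 60% of replicates, without over 20% cell loss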;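 further: in these data hits start at about 27%; measured in HUVEC primary endothelial cells; signal is the percent of cells scored E-selectin positive by PE staining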
#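 Read-out: % PE-positive cells | Test system: HUVEC | Doses: One compound dose added by pin transfer | Buffer or medium: EGM-2 over gelatin coat | Signal: Immunofluorescence imaging | Benchmarks: TNF-alpha, DMSO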
# RAD52 anneal inh: blocks human RAD52 DNA annealing; P43351; recombinant RAD52 DNA annealing, FRET fluorescence; inhibition, % at 18.7 µM; 0.46% of 360,000 active; AID 651710;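 active means every replicate showing at least 50% inhibition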
# RAD54 inh: blocks human RAD54 Holliday junction branch migration. inhibition, % at 10.4 µM. FAM/BHQ fluorescence. AID 602329. Q92698. 0.14% of 360,000 active;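 active means mean normalized replicate activity at least 40 and at least half of replicates scoring 40 or more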;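 further: 0% = median of neutral control wells and 100% = median of positive control wells; inhibitors cause a drop in the FAM fluorescence signal; in these data hits start at about 50%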
# Target sequence (Q92698 whole entry, looked up): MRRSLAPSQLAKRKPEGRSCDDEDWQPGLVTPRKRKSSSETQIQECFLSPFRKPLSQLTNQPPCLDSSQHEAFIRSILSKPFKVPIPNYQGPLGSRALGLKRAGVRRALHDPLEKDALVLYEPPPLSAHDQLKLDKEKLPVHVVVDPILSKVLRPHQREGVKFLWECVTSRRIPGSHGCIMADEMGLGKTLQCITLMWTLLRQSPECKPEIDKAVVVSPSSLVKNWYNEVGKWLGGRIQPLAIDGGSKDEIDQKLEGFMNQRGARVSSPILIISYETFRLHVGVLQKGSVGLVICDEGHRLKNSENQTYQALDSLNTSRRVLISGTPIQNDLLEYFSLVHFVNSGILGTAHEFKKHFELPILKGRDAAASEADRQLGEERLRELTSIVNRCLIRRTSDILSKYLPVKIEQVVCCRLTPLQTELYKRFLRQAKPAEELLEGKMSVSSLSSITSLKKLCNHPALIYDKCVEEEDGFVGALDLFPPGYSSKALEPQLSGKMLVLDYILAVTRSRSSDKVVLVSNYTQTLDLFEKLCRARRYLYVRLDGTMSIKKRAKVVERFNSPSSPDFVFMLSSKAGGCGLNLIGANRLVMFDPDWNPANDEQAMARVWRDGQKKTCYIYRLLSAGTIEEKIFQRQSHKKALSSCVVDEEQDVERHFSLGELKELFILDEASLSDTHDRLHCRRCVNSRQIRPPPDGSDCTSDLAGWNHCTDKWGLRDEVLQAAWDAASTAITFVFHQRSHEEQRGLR
# PGC1a acetyl inh: modulators of PGC1a acetylation | U2OS PGC1a acetylation, AlphaScreen anti-acetyl-lysine; with virally co-expressed GCN5 acetyltransferase | inhibition, % at 15.6 µM | 0.17% of 350,000 active;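 active means every replicate shows inhibition of at least 40%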;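 further: 0% = neutral control wells and 100% = positive control wells; some results beyond the cut were filed as inactive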
# Active calls of the source: *; i = inactive; . = no result given; & = joins results of further samples; [ ] = dose if it differs, or a comment.
# Every second line gives: ERAP1 inh	PglD inh	miR122 inh	Cneo AK release	RAD54 inh	RAD52 anneal inh	PGC1a acetyl inh	E-selectin induc
> CCn1c(SC)nnc1-c1nnc(SC)n1CC
 : .	3	-1	0	-7	.	-15	.
> Cc1sc2c(=O)n3c(nc2c1C(=O)NCCCN1CCOCC1)CCCCC3
 : .	-3	-7	10	12	.	7	.
> CCCCn1c(SCC(=O)Nc2cccc(C)n2)nnc1-c1ccco1
 : .	7	-2	1	-10	.	-9	.
> CO[C@@H](CN(C)S(=O)(=O)c1ccccc1)[C@@H](C)CN(Cc1ccccc1Cl)[C@@H](C)CO
 : 0	0	.	1	-6	9	-12	0.0
> COc1cccc2cc(C(C)OC(=O)Nc3ccc(C)cc3)oc12 (stereo not given)
 : 1	.	6	.	.	1	-9	2.2
> O=c1cc(-c2ccsc2)oc2ccccc12
 : 3	-5	.	-2	11	-3	.	0.1
> O=C(OCc1ccccc1)N1CCC2CC1c1c2cccc1N1CCOCC1 (stereo not given)
 : .	4	5	0	-7	1	-7	-8.8
> Cc1[nH]c(C)c(S(=O)(=O)Nc2ccc(OC(F)(F)F)cc2)c1C(=O)N1CCCCC1
 : -8	-7	-4	-2	-5	-3	-10	.
> Cc1cccn2c(=O)c3cc(C(=O)NCc4ccc(F)cc4)c(=N)n(CC4CCCO4)c3nc12 (stereo not given)
 : i	-11	9	-1	27	11	-2	.
> COc1ccccc1-c1nc(C#N)c(N2CC(C)CC(C)C2)o1 (stereo not given)
 : -4	-1	.	0	-8	-10	.	-0.1
> C/C(CC(=O)Nc1ccc(N(C)C)cc1)=N\NC(=O)C(=O)NCc1ccccc1
 : 2	2	-4	6	-9	4	18	-0.2
> CN(NC(=O)c1ccc(Cl)cc1Cl)C1=NS(=O)(=O)c2ccccc21
 : 3	0	-8	1	-1	-4	13	2.0
> COc1cccc(-c2cc(C(=O)Nc3cc(C)n(Cc4ccc(Cl)cc4)n3)no2)c1
 : -1	4	-12	-3	2	-13	7	.
> O=S(=O)(N[C@H]1CC[C@@H](CCn2cc(-c3cccnc3)nn2)O[C@H]1CO)c1ccc(Cl)cc1
 : 0	-2	.	-2	-5	6	-2	-0.4
> COc1ccc(Cl)cc1N1Cc2ccccc2C1
 : .	4	14	1	-5	.	-16	.
> Cc1ccc(-c2csc3ncn(-n4c(C)ccc4C)c(=O)c23)o1
 : .	-5	4	0	0	.	-7	.
> C[C@@H]1CN([C@H](C)CO)C(=O)c2cc(C#C[C@@H](C)O)cnc2O[C@@H]1CN(C)C(=O)CN(C)C
 : -3	-2	-2[16.7 µM]	-6	3	-6	2	-0.2
> O=C1CC(N2CCN(Cc3ccccc3)CC2)C(=O)N1c1ccccc1 (stereo not given)
 : .	-5	-3	0	-10	.	-3	.
> Cc1ccc(C2Cc3cc(O)c(O)cc3CN2)cc1 (stereo not given)
 : .	-1	-1	-1	0	-17	10	-0.3
> CC1=CC(C)(C)NC(=S)N1c1cccc(Cl)c1
 : 2	2	-4	-3	3	-11	2	.
> O=C(N[C@H]1CC[C@H](CC(=O)N2CCC(Cc3ccccc3)CC2)O[C@@H]1CO)c1cnccn1
 : 4	2	.	0	3	0	1	-0.2
> O=C(Nc1ccc(F)cc1)c1ccccc1NC(=O)C1CCCCC1C(=O)O (stereo not given)
 : -6	-4	.	4	-6	0	.	.
> Cc1nc(NC(=O)/C=C/c2ccccc2)sc1C(=O)Nc1cccc(Cl)c1
 : 1	-2	2	0	-3	5	-4	.
> Cc1cc(OCC(=O)Nc2ccc(N3CCCC3)cc2)cc(C)c1Cl
 : .	-4	-5	0	-5	.	-2	.
> C[C@H]1CN([C@@H](C)CO)S(=O)(=O)c2ccc(C#Cc3ccc(F)cc3)cc2O[C@H]1CN(C)S(=O)(=O)c1cn(C)cn1
 : -2	1	-4[16.7 µM]	1	-10	-15	-11	0.0
> O=C(COc1ccc(Cl)cc1)NCCSCc1cccc(Cl)c1
 : .	1	-8	1	5	.	-5	.
> COc1cccc(-c2ccc3c(c2)O[C@H](CN(C)C(C)=O)[C@@H](C)CN([C@@H](C)CO)S3(=O)=O)c1
 : -1	0	3[16.7 µM]	6	-7	1	-5	-0.1
> Cc1noc(C)c1NC(=O)N(C)C[C@H]1OCCCC[C@H](C)Oc2ccc(NS(=O)(=O)c3ccc(F)cc3)cc2C(=O)N([C@@H](C)CO)C[C@@H]1C
 : -2	-2	4[16.7 µM]	-3	5	0	.	-0.1
> O=C(C[C@@H]1C[C@H]2c3cc(NC(=O)Nc4ccccc4)ccc3O[C@H]2[C@H](CO)O1)NCC1CC1
 : -2	5	5[16.7 µM]	-1	3	1	-8	-0.5
> CCC(=O)Nc1ccc2c(c1)C(=O)N(C)C[C@@H](OC)[C@@H](C)CN(C(=O)NC(C)C)[C@@H](C)CO2
 : 1	-2	-4[16.7 µM]	2	11	-13	-12	-0.1
> COc1ccc(CC(=O)NCC2(N3CCCCC3)CCCCC2)cc1
 : -4	.	.	.	.	-30	-2	0.9
> O=Cc1ccc(OCCN2CCCC2=O)cc1
 : 3	44*	9	4	-6	-6	-7	0.2
> CCCNC(=O)N1C[C@@H]2[C@H](c3ccccc31)[C@H](CO)N2Cc1ccc2c(c1)OCO2
 : 1	1	-18[16.7 µM]	-1	6	-4	-2	-0.5
> C[C@@H]1CN([C@@H](C)CO)C(=O)c2cc(NS(=O)(=O)c3ccc(F)cc3)ccc2O[C@@H]1CN(C)Cc1ccccc1
 : 1	3	4[16.7 µM]	57	-2	2	-13	-0.1
> CO[C@H]1CN(C)C(=O)c2ccc(NC(=O)CC(F)(F)F)cc2OC[C@H](C)N(C(=O)C2CCOCC2)C[C@H]1C
 : 2	.	.	.	.	-44	-1	-0.1
> CN1C(=O)c2cc(NC(=O)Nc3ccccc3F)ccc2OC[C@H]2O[C@@H](CC(=O)NCc3ccc(-c4ccccc4)cc3)CC[C@@H]21
 : -3	-3	6[16.7 µM]	1	6	-2	7	0.1
> Cc1cccc(N=C2NN=C(c3ccc4c(c3)OCCO4)CS2)c1
 : 4	-3	-2	-7	-3	-12	-8	.
> COc1ccccc1CNC(=O)CN1NS(=O)(=O)c2ccccc2C1=O
 : -2	-1	-10	1	-4	-12	19	0.5
> CC(C(=O)O)c1ccc(-c2ccccc2)c(F)c1 (stereo not given)
 : -3&-4	0&1&-4	-3&-20	-2&-1&0	14&4&4	-9&-15	-8&4	-0.1&0.0
> COc1cc(CO)cc(I)c1O[C@H]1C=C(C(=O)NCCO)C[C@@H](N(CC2CCCCC2)C(=O)c2ccc(C(F)(F)F)cc2)[C@@H]1O
 : 1	0	.	-4	6	-1	-5	.
> O=C(COc1ccccc1Br)Nc1ccc(S(=O)(=O)N2CCCC2)cc1
 : -5	-5	-12	0	3	-11	8	0.3
> COc1cccc(/C=C2\SC(=O)N(CCC(=O)N3CCCCC3CCO)C2=O)c1 (stereo not given)
 : 6	-2	-6	-5	-8	0	-8	.
> Cc1cc2nc3c(nc2cc1C)C1(C(=O)N(C)C)CCC3(C)C1(C)C (stereo not given)
 : .	1	0	-2	-4	.	-4	.
> Cc1ncc([N+](=O)[O-])n1CC(=O)Nc1ccc(Br)cc1
 : -3	5	.	-1	-1	-9	.	.
> CC(=O)c1ccc(NC(=O)NC2CCCc3ccccc32)cc1 (stereo not given)
 : 0	-10	.	-3	3	-16	.	.
> O=C(C[C@H]1CC[C@H]2NC[C@@H](O)COC[C@@H]2O1)Nc1ccc(-c2ccccc2)cc1
 : .	-1	-3[16.7 µM]	0	14	.	1	0.2
> C[C@@H]1CCCCO[C@@H](CN(C)C(=O)c2ccccc2)[C@H](C)CN([C@H](C)CO)C(=O)c2cc(NC(=O)Cc3ccccc3)ccc2O1
 : -1	-3	-11[16.7 µM]	-6	5	-3	13	-0.2
> Cc1ccc(CNC(C)c2ccccc2)cc1 (stereo not given)
 : .	3	0	-11	-6	.	9	1.1
> CCC(=O)Nc1ccc2c(c1)OC[C@@H](C)N(C(=O)c1ccncc1)C[C@@H](C)[C@@H](OC)CN(C)C2=O
 : 4	0	1[16.7 µM]	-8	2	-4	.	1.4
> CC(C)CN(C(=O)CSc1nc(-c2ccccc2)cn1N)c1c(N)n(Cc2ccccc2)c(=O)[nH]c1=O
 : 0	5	2	0	0	-44	.	-0.1
> O=S(=O)(NCCc1csc(-c2cccnc2)n1)c1cccs1
 : 0	5	.	-1	14	-5	.	.
> Cc1nnc(NC(=O)CSc2ncnc3scc(-c4ccccc4)c23)s1
 : .	7	-5	-1	1	.	.	.
> COc1cccc(C(=O)NNC(=O)CCc2ccccc2)c1
 : 3	7	-5	0	-11	-11	0	.
> COc1ccc2c3c([nH]c2c1)[C@@H](CO)N(Cc1ccccn1)CC31CCN(C(=O)CC2CC2)CC1
 : 0	.	.	.	.	-84	-3	0.6
> CC1Cc2ccccc2N1C(=O)COC(=O)CNC(=O)c1ccc(Br)o1 (stereo not given)
 : .	4	-3	-1	6	.	6	.
> CC(=O)Nc1ccc2nsnc2c1
 : -4	7	4	0	-2	-5	-7	0.2
> COC(=O)c1cn(Cc2ccc(C(F)(F)F)cc2)cc(F)c1=O
 : -2	7	-3	3	-5	5	-1	.
> COc1ccc(C#Cc2ccc3c(c2)O[C@@H](CN(C)C(=O)c2ccccn2)[C@@H](C)CN([C@@H](C)CO)S3(=O)=O)cc1
 : 0	-1	8[16.7 µM]	-2	-21	-94	.	0.7
> Cc1ccccc1Cn1c(C)c(C(=O)NCc2cccc(Cl)c2)sc1=O
 : .	-7	.	0	-4	20	.	.
> C[C@H](CO)N1C[C@H](C)[C@@H](CN(C)Cc2ccc(C(=O)O)cc2)Oc2ccc(NS(=O)(=O)c3cn(C)cn3)cc2C1=O
 : -3&0	-3&-1	-19[16.7 µM]	-7&1	4&1	-3&0	2&-10	0.6

# The list goes on.
# Every second line gives: ERAP1 inh	PglD inh	miR122 inh	Cneo AK release	RAD54 inh	RAD52 anneal inh	PGC1a acetyl inh	E-selectin induc
> Cc1noc(C)c1S(=O)(=O)N(C)C[C@H]1OCCCC[C@@H](C)Oc2ccc(NS(=O)(=O)c3ccccc3)cc2C(=O)N([C@H](C)CO)C[C@@H]1C
 : -1	-2	0[16.7 µM]	-1	6	-4	-5	.
> CCCCn1c(SCC(=O)NCc2ccco2)nc2cc(S(N)(=O)=O)ccc21
 : .	-4	-6	2	1	.	-1	.
> O=C(CN1C(=O)NC2(CCCC2)C1=O)Nc1ccc(Cl)cc1C(F)(F)F
 : 0	-2	.	-4	4	-5	.	0.1
> O=C(O)c1ccccc1CSc1nnnn1-c1ccccc1
 : -2	-10	-6	0	-5	-3	10	0.1
> Cc1cc(NC(=O)CSc2nccn2-c2ccc([N+](=O)[O-])cc2)no1
 : 0	-2	-4	5	-8	-4	7	3.1
> COc1ccc(NCc2nnc(SCC(=O)NCc3ccco3)n2-c2ccccc2OC)cc1
 : .	0	-1	1	-1	.	-5	.
> C/C(CC(=O)Nc1ccc(N(C)C)cc1)=N\NC(=O)c1cnccn1
 : .	2	-2	-13	-1	.	9	0.1
> COc1ccc(CCC(=O)Nc2nc(C)c(C(=O)N(C)C)s2)cc1
 : 1	-1	.	3	14	-24	.	-0.2
> COc1ccc2c3c([nH]c2c1)[C@@H](CO)N(C)CC31CN(S(=O)(=O)c2ccc(C)cc2)C1
 : 1	.	.	.	.	-12	6	-0.7
> NC(=O)Nc1ccc(C(=O)N2CCN(S(=O)(=O)Cc3ccccc3)CC2)cc1
 : -2	1	-6	-2	6	-11	7	0.1
> CC(C)C(C)NC(=O)COc1ccc(S(=O)(=O)N2CCOCC2)cc1Cl (stereo not given)
 : -3	-5	27	2	4	0	-6	-0.1
> C[C@@H]1CN([C@@H](C)CO)C(=O)c2cccc(NC(=O)Nc3ccc4c(c3)OCO4)c2O[C@H]1CN(C)Cc1ccc(C(=O)Nc2ccccc2N)cc1
 : 0	1	5[16.7 µM]	2	-4	8	3	0.4

# Assay outcomes: PubChem BioAssay, Broad Institute
